RGS4 inhibitor: blocks human RGS4-accelerated GTP hydrolysis. Potency, µM (doses to about 114 µM), inactives show top-dose activity change, negative = inhibition, most hits filed as inhibitors. P49798. actives 0.039% (n = 390,000). Transcreener GDP fluorescence polarization, RGS4-accelerated GTP hydrolysis; note: % is set by controls: 0 for no effect and ±100 for the full control effect; nearly all actives have a fitted effect of over 75% in size; some results filed as inactive show a strong effect at the top dose
Target sequence (P49798 whole entry, looked up): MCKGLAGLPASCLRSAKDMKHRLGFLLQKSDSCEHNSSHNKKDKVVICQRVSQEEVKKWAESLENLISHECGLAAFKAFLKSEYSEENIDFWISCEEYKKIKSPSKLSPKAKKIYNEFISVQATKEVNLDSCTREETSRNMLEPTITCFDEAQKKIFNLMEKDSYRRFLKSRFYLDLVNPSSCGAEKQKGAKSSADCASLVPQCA
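MLSMR compounds (23 nl, pin-transferred) preincubated 10 min at room temperature with a 500nM (2x) first reagent, then RGS4 at 900nM (2x) plus Transcreener GDP mix added; fluorescence polarization (620/688 nm) read before and after 90 min at 30 °C.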
ERG Ets-DNA blk: blocks human ERG Ets domain binding to DNA | fluorescence polarization, His-ERG Ets domain / labelled DNA | Potency, µM (series often up to 76.9 µM), for the others: at the highest dose FP activity, negative = inhibition, usual class: inhibitors | actives 0.028% (n = 370,000) | AID 624246; active = well fitted inhibition curve with a large enough effect in the polarisation, with a control signal flat; inconclusive = small, poorly fitted or top-dose-only effect, or effect the other way, or a change in a side signal; inactive = no such curve, though single readings can be large or run the other way; the % refers to the polarisation;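 note: polarization taken with two DNA probes labelled with fluorescein and Texas red; % of control where 0% means no effect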
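His-tagged ERG Ets domain (1 uM in the protein solution; 300mM KCl, 50mM Tris-HCl, 1mM EDTA, 1mM DTT, pH 7.5) received compound, then a probe mix of 5 nM fluorescein-DNA and 100nM Texas-615-DNA. Fluorescence polarization was read for both dyes.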
GLS inh: inhibitors of human glutaminase (GLS); O94925; Potency, µM (top dose mostly 45.5 µM), without a hit: at the top dose activity change, negative = inhibition, usual class: inhibitors; GLS enzymatic activity, qHTS titration; actives 0.21% (n = 410,000); note: % is set by controls: 0 for no effect and ±100 for the full control effect
Target sequence (O94925 whole entry, looked up): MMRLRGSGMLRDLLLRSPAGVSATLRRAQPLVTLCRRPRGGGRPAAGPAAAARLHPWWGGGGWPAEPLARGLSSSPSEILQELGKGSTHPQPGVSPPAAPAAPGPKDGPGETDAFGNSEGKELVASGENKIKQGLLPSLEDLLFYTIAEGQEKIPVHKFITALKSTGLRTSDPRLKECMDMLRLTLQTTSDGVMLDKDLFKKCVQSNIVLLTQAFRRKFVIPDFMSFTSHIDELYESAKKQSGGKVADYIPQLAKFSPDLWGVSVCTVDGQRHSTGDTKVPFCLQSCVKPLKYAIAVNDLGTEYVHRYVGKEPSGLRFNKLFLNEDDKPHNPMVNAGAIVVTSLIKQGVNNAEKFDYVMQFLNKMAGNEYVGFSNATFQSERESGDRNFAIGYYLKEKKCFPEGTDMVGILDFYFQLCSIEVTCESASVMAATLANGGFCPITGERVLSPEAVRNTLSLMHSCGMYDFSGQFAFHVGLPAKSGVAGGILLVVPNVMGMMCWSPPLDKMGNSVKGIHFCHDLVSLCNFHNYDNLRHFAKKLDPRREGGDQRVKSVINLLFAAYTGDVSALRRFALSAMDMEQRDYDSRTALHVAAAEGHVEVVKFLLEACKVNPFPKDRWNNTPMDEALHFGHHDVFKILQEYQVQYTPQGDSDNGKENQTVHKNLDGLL
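Two-point fluorescence kinetic (t0, 30 min RT) for hKGA; glutamate detected via glutamate oxidase–HRP–Amplex Red. Substrate: 1 mM L-glutamine solution; buffer 45 mM KH2PO4, pH 8.2.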
HP1b binding inh: blocks HP1-beta chromodomain binding to methylated histone tails. P83916. AlphaScreen HP1-beta / biotin-H3K9me3 peptide binding. Potency, µM (top dose mostly 114 µM), inactives show at the highest dose activity change, negative = inhibition, most hits filed as inhibitors. actives 0.56% (n = 390,000); note: nearly all actives have a fitted effect of over 70% in size; inactives centre near 23
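AlphaScreen: HP1-beta (50 nM) preformed 30 min with biotin-H3(1-18)K9me3 peptide (50 nM) in PBS pH 7.4, 0.01% Tween-20. Compound added for 30 min at RT, then streptavidin donor/nickel chelate acceptor beads (10 ug/mL) for 30 min.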
Pin1 inhibitor: inhibitors of human Pin1 | actives 0.009% (n = 390,000) | Pin1 FP peptide displacement, HiFluor488, 10 min | Q13526 | AID 504891 | Potency, µM (series often up to 115 µM), for the others: at the top dose activity, negative = inhibition, usual class: inhibitors; active = well fitted inhibition curve with a large enough effect in the polarisation, with a control signal flat, not every such curve was filed as active; inconclusive = small, poorly fitted or top-dose-only effect, or effect the other way, or a change in a side signal; inactive = no such curve, though single readings can be large or run the other way; the % refers to the polarisation; note: % is set by controls: 0 for no effect and ±100 for the full control effect
Target sequence (Q13526 whole entry, looked up): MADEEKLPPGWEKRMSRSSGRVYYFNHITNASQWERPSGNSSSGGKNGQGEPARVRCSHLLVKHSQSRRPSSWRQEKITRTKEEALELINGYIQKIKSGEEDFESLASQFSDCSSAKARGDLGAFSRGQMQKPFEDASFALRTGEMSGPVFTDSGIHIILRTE
rTrxR1 inhibitor: inhibitors of rat thioredoxin reductase 1. recombinant rTrxR1, NADPH fluorescence consumption, selenite substrate. Potency, µM (top dose mostly 114 µM), for the others: at the highest dose activity change, negative = inhibition, actives largely listed as inhibitors. actives 1% (n = 390,000); note: % is set by controls: 0 for no effect and ±100 for the full control effect; nearly all actives have a fitted effect of over 65% in size
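Rat TrxR1 (90 nM in the dispensed reagent) was pre-reduced with 400 uM NADPH for 5 min at room temperature, then incubated with compound for 15 min. After 400 uM selenite was added, NADPH fluorescence (Ex 340/Em 450 nm) was followed for 8 min.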
12-LOX inh: ALOX12 (human) lipoxygenase inhibition; actives 1.1% (n = 580,000); P18054; Potency, µM (series often up to 108 µM), without a hit: at the highest dose activity change, negative = inhibition, usual class: inhibitors; AID 1671190; purified 12hLO, xylenol orange hydroperoxide absorbance; note: % is set by controls: 0 for no effect and ±100 for the full control effect
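Hydroperoxide product was detected by ferrous iron/xylenol orange as the 573 to 405 nm absorbance ratio. Arachidonic acid at 40 uM (final) was turned over for 30 min at room temperature by 150 nM human 12hLO, pH 7.0 Hepes buffer, after 15 min compound preincubation.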
Tb PGK inh: blocks T. brucei phosphoglycerate kinase | P07378 | PGK/GAPDH coupled, Kinase-Glo luminescence, 60 min | Potency, µM (titrated, usually from 57.5 µM), for the others: top-dose activity change, negative = inhibition, hits mostly inhibitors | actives 0.043% (n = 380,000); note: % is set by controls: 0 for no effect and ±100 for the full control effect; nearly all actives have a fitted effect of over 60% in size
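Luminescent ATP detection (Kinase-Glo Plus) follows a 60-minute room-temperature incubation, with wells lacking PGK as controls. Buffer: 100 mM TEA (pH 7.6), 5 mM MgCl2, 0.01% Tween-20. Coupling enzyme GAPDH (100 nM final) supplies unstable 1,3-BPG in-well.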
JMJD2A Tudor inh: JMJD2A Tudor domain (human) inhibition. O75164. AlphaScreen JMJD2A-Tudor / H3K4me3 peptide binding. Potency, µM (top dose mostly 114 µM), without a hit: at the top dose activity change, negative = inhibition, actives largely listed as inhibitors. actives 4.4% (n = 390,000). AID 504339; note: % is set by controls: 0 for no effect and ±100 for the full control effect; nearly all actives have a fitted effect of over 50% in size
* = called active by the depositor; i = inactive; ? = inconclusive; . = no result given; & = joins results of further samples; [ ] = dose if it differs, or a comment. Unless noted, calls come from the whole dose curve; as a rule, active = well fitted curve in the direction sought with a large enough effect; inconclusive = small, poorly fitted or top-dose-only effect, or another doubt; inactive = no such curve, though single readings can be large; an effect the other way counts as inactive or inconclusive. Potency is the fitted concentration of half-maximal effect. This is a subset; count on the stated rates, not on these rows.

Results follow in this order: RGS4 inhibitor, ERG Ets-DNA blk, GLS inh, HP1b binding inh, Pin1 inhibitor, rTrxR1 inhibitor, 12-LOX inh, Tb PGK inh, JMJD2A Tudor inh
COc1ccc(C(C)=O)cc1COC(=O)Cc1n[nH]c(=O)c2ccccc12
  4%, 8%, 3%, 19%, -4%, -20%[57.1 µM], 0%, -2%, -19%
CC(=O)Nc1cccc(C(=O)N/N=C/c2c[nH]c3ccccc23)c1
  -17%, -6%, 3%, 37%, -2%, 11%[57.1 µM], 17%, -5%, 0%
COc1ccc(-c2nc(CS(=O)(=O)CC(=O)NCCc3ccc(C)cc3)c(C)o2)cc1
  -5%&4%, ?, -1%&1%, 43%&21%[activator], 0%&10%, 6%&30%, -6%&-4%&-21%, -10%&-1%, -4%&-14%
CC(C)NS(=O)(=O)c1ccc(NC(=O)C(C)OC(=O)CCC2CCCC2)cc1 (stereo not given)
  -18%, -7%, -9%, 25%, 1%, 4%, 0%, -10%, -4%
O=C(CCCN1C(=O)C(c2ccccc2)Oc2cccnc21)Nc1cccc(F)c1 (stereo not given)
  11%, 18%, -1%, 38%, 8%, 21%, 6%, -4%, -1%
CCCCNC(=O)c1ccccc1NC(=O)CN(c1ccccc1)S(=O)(=O)N(C)C
  -10%&-17%, 10%&-2%, 4%&3%, 12%&-4%, ?, 10%&1%, -27%&-13%, -4%&2%, -20%
CCOc1ccc2c(c1)c(=O)c(S(=O)(=O)c1ccc(F)cc1)cn2CC(=O)Nc1ccccc1C
  12%, -6%, -4%, 21%, 0%, 15%, 0%, -6%, -17%
COc1ccc(C)cc1NC(=O)c1cnc2scc(C)n2c1=O
  17%, 12%, -2%, 59%[activator], -5%, 26%, -4%, -2%, -12%
Cc1ccccc1NC(=O)c1cccc2nccnc12
  6%, -3%, 6%, 13%, 7%, 3%, -15%, -10%, -14%
O=C(CN(Cc1cccs1)C(=O)CNS(=O)(=O)c1ccc(Cl)cc1)NCC1CCCO1 (stereo not given)
  -8%, -6%, 3%, 6%, -2%, 24%, 0%, 3%, -10%
O=C(O)CSc1nc2c(c(C(F)(F)F)n1)CCc1ccccc1-2
  -15%, 1%, -1%, 22%, -1%, 31%[57.1 µM], -12%, -3%, -4%
Cc1noc(C)c1S(=O)(=O)N(C)C[C@H]1Oc2ccc(NC(=O)NC3CCCCC3)cc2C(=O)N([C@H](C)CO)C[C@@H]1C
  -4%, -2%, -2%, 46%[activator], -1%, 7%[57.1 µM], 0%, -10%, -10%
C/C(CC(=O)Nc1ccc(N(C)C)cc1)=N\NC(=O)c1ccccc1F
  5%, 5%, -1%, 34%, -2%, -16%, 17%, 3%, -27%
COc1cc(OC)cc(C(=O)N[C@H](C(=O)Nc2cccc(S(=O)(=O)N3CCCC3)c2)C(C)C)c1
  -12%, 0%, 7%, -4%, 2%, 12%, -23%, -7%, -16%
CSc1oc(-c2ccco2)nc1S(=O)(=O)c1ccc(C)cc1
  -18%, 13%, 2%, 13%, 11%, -5%, ?, -7%, -12%
CSc1nsc(SCCN2C(=O)c3ccccc3C2=O)n1
  -14%, -1%, 3%, 42%[activator], -3%, 27%[57.1 µM], 1%, -10%, 20%
CCN(CC)C(=O)c1[nH]cnc1C(=O)Nc1ccc(OC)cc1
  -22%, 15%, 3%, 18%, -7%, 22%, 0%, -7%, -9%
CC(OC(=O)c1ccco1)C(=O)Nc1ccc(C(F)(F)F)cc1 (stereo not given)
  0%, 5%, -3%, 42%[activator], -7%, 24%, 2%, -10%, 2%
COc1ccc(CC(=O)c2ccccc2C(=O)O)cc1
  -3%, ., -6%, 31%, 0%, 6%, -12%, ., -9%
COCc1cc(C)nc(SCC(=O)Nc2ccccc2N2CCOCC2)c1C#N
  6%, -2%, 2%, 27%, 4%, 17%, -6%, 6%, -12%
CCCC(=O)OCC(=O)NCc1ccc(Cl)cc1
  -12%, 12%, -3%, 40%[activator], 3%, 20%[57.1 µM], -4%, -8%, 12%
CCOC(=O)C1=C(C)Nc2ccccc2N=C1NC(=O)c1cccc(S(=O)(=O)NCc2ccccc2)c1
  10%, -1%, ., 15%, 8%, 2%, -14%, 2%, 4%
CCc1cccc(C)c1NC(=O)C1CCCN(S(C)(=O)=O)C1 (stereo not given)
  1%, 9%, -22%, 63%[activator], -8%, 17%, 9%, -7%, -4%
COc1cccc(N2CCN(C(=O)CCS(=O)(=O)c3ccc4c(c3)CC(=O)N4C)CC2)c1
  -5%, -3%, 6%, 47%[activator], 3%, 3%[57.1 µM], -9%, -1%, -18%
COc1ccc(S(=O)(=O)N(CC(=O)NCC2CCCO2)c2ccc(Cl)cc2)cc1 (stereo not given)
  -20%, 21%, -1%, 34%, -1%, 10%, 3%, i, -15%
CC(/C=N/NC(=O)c1cccnc1)=C\c1ccco1
  -14%, ., -15%, 12%, 2%, ?, 20%, -1%, -19%
O=C(O)CC(C(=O)Nc1ccc(Cl)cc1)N1CCCCCC1 (stereo not given)
  8%, 4%, 18%, 8%, -13%, 8%, ?, -10%, -12%
Cc1n[nH]c(=O)n1-c1ccc(C(C)(C)C)cc1
  -41%, -3%, -7%, 9%, 12%, 1%[57.1 µM], 0%, 6%, -11%[11.4 µM]
O=C(C1=C(O)C(=O)N(CCN2CCOCC2)C1c1cccc(Br)c1)c1cc2ccccc2o1 (stereo not given)
  2%, 2%, 16%, 2%[57 µM], 0%, ?, ?, i, -28%
CC1CCCN(C(=O)c2cccc(S(=O)(=O)Nc3cc(C(F)(F)F)ccc3Cl)c2)C1 (stereo not given)
  26%, -5%, 26%, 6%, -8%, 6%[0.457 µM], 87%&-12%[activator], -6%, -22%

Overlap with the part before: two entries, then new ones.
Results follow in this order: RGS4 inhibitor, ERG Ets-DNA blk, GLS inh, HP1b binding inh, Pin1 inhibitor, rTrxR1 inhibitor, 12-LOX inh, Tb PGK inh, JMJD2A Tudor inh
O=C(C1=C(O)C(=O)N(CCN2CCOCC2)C1c1cccc(Br)c1)c1cc2ccccc2o1 (stereo not given)
  2%, 2%, 16%, 2%[57 µM], 0%, ?, ?, i, -28%
CC1CCCN(C(=O)c2cccc(S(=O)(=O)Nc3cc(C(F)(F)F)ccc3Cl)c2)C1 (stereo not given)
  26%, -5%, 26%, 6%, -8%, 6%[0.457 µM], 87%&-12%[activator], -6%, -22%
CCNc1ccccc1C(=O)O
  10%, 6%, 22%, 26%, -4%, 43%, -11%, -7%, -18%
COc1cc(CNCc2cccs2)ccc1OCC(N)=O
  -11%, ., 0%, 17%, -7%, 9%, -14%, 3%, -9%
O=C(CC1C(=O)NCCN1Cc1c(F)cccc1Cl)NCCC1=CCCCC1 (stereo not given)
  54%, -8%, -2%, 60%[activator], -5%, 20%, -10%, -3%, -11%
C[C@@H](CN1C2=NC[C@H](C)N2C[C@H]1Cc1ccc(O)cc1)NC(=O)CCC1CCCCC1
  -2%, -13%, 9%, 24%, -7%, 16%, -5%, -11%, -32%
CC(=O)N1CCN(c2ccc(NC(=O)c3ccc([N+](=O)[O-])o3)cc2Cl)CC1
  -15%, 5%, 9%, 21%, -1%, -11%, ?, -10%, -10%
Cc1cccc(C(=O)Nc2cc3c(cc2C)n(C)c(=O)n3C)c1
  22%, -3%, 1%, 15%, -3%, 13%[57.1 µM], 7%, -2%, -12%
O=c1[nH]c(CN2CCN(S(=O)(=O)c3ccc(Cl)cc3)CC2)nc2cc(Cl)ccc12
  -1%, -2%, 17%, 19%, 8%, 4%, -23%, 5%, -28%
Cn1c(SCC(=O)NC(=O)c2cccc([N+](=O)[O-])c2)nnc1-c1ccc(F)cc1
  0%, 0%, 20%, 18%, 1%, -11%, -23%, 1%, -13%
COc1ccc(/C=C2\CCc3ccccc3C2=O)cc1Cn1nc(C)cc1C
  -16%, 4%, 9%, 3%, 7%, 13%[57.1 µM], 5%, -2%, -35%
CCOc1ccc(NC(=O)c2cc(S(=O)(=O)N3CCCCCC3)cn2C)cc1
  10%, 0%, 2%, 29%[57 µM], -5%, 8%[57.1 µM], -11%, -8%, -4%
COc1ccc(-c2nc(SCC(=O)c3ccc(Br)cc3)n[nH]2)cc1
  -7%, 2%, 0%, 34%, 0%, -9%, ?, -5%, -17%
Nc1ccc(C(=O)Nc2nc3ccccc3s2)cc1
  6%, -2%, 0%, 29%, 2%, ?, -15%, 6%, -20%
Cc1c(C(=O)NCCN2CCCC(O)C2)oc2c(F)cccc12 (stereo not given)
  -7%, -4%, -2%, 23%, 8%, 1%, 468%[activator], -1%, -10%
COc1ccc(CNC(=O)c2ccc(NC(=O)N3CCCCc4ccccc43)cc2)cc1
  4%, -4%, 6%, 7%, 2%, 5%[57.1 µM], -21%, 6%, -19%
C/C(=N\NC(=O)C(C)n1nc(C)c([N+](=O)[O-])c1C)c1ccccc1O (stereo not given)
  -16%, -16%, 15%, 14%, 2%, -2%, -12%, i, -30%
Cc1cc(C)n(C(=O)c2ccc(C)c(Br)c2)n1
  15%, -3%, 0%, 101%[activator], 5%, -15%, 0%, -1%, 63%[activator]
COc1ccc(C)cc1NC(=O)c1nnn(Cc2cccc(F)c2)c1N
  2%, 63%[activator], 0%, 42%[activator], 5%, 7%[57.1 µM], 15%, i, -15%
COc1ccc(-c2nc(N3CCN(C)CC3)sc2-c2ccc(OC)cc2)cc1
  -9%, 4%, 1%, 50µM*, -6%, 11%[57.1 µM], ?, -2%, 22µM*
COc1cccc(NC(=S)NCc2ccccc2)c1
  -8%, 4%, 8%, 47%[activator], -5%, -15%, 1%, 2%, 0%
COc1ccc(OCCNc2cc(Cl)ccc2[N+](=O)[O-])cc1
  20%, ., 6%, ?, 50%[activator], 9%, -16%, -4%, ?
